Source: PubChem
KCNQ2 block – KCNQ2 potassium channel inhibitors, primary screen, cell-based, CHO-K1, FluxOR thallium flux, B-score (AID 2156) | O88943 | 20 min; active compounds read low | B-score at 10 µM | actives 1.1% (n = 310,000);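 active = fluorescence ratio B-score at most minus 3 library SDs, with starting brightness B-score within 2 library SDs, cut at about -5.5 in these data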
Target sequence (O88943 whole entry, looked up): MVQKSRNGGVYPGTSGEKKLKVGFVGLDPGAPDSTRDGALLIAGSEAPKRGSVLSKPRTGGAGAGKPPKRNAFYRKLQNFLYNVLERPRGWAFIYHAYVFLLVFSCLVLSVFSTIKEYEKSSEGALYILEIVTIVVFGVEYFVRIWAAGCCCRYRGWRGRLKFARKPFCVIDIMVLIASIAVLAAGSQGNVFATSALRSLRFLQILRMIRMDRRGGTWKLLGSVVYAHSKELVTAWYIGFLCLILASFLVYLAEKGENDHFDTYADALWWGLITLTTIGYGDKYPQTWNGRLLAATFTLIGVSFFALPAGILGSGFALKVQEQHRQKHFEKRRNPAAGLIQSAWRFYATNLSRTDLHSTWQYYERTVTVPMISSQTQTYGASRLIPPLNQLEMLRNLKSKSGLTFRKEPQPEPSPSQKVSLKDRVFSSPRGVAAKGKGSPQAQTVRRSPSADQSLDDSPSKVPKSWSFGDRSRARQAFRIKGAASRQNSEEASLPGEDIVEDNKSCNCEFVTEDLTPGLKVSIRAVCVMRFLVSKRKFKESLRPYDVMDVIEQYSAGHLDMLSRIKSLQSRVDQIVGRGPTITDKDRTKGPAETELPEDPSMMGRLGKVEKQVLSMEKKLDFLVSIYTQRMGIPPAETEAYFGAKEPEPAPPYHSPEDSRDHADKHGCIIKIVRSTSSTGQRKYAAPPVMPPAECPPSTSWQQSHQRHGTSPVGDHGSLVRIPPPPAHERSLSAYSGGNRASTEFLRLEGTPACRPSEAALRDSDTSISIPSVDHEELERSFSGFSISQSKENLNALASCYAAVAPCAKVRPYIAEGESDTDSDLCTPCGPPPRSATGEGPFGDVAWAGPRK
Kir21 inh – blocks the mouse Kir2.1 inward-rectifier potassium channel; B-score at 10 µM; HEK293-Kir2.1, FluxOR thallium flux fluorescence; active compounds read low; AID 1672; actives 0.85% (n = 310,000); P35561;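 active = fluorescence ratio B-score at or below minus 3 SD of library scores, with starting-brightness B-score within 2 SD, cut at about -4.2 in these data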;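 note: channel flux triggered by added potassium and thallium sulfate stimulus; B-score of peak minus minimum fluorescence over baseline after thallium stimulus; more negative B-score means stronger Kir2.1 block with less thallium influx; some compounds called inactive have numbers as strong as hits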
Numbers without * were called inactive; i = inactive.

Kir21 inh	KCNQ2 block	mol
-0.04	i	O=C(Cc1ccccc1)Nc1ccc(NC(=O)c2ccccc2)c(Cl)c1
-1.06	i	COc1cc(CC(=O)OCC(=O)Nc2ncc(Cl)cc2Cl)cc(OC)c1OC
0.08	i	Cc1cccc(C)c1OCC(=O)NCc1nnc(SCC(=O)NC2CCCCC2)n1C
-0.74	i	Cc1ccc(CSc2ncnc3c2cnn3-c2ccc(C)cc2)cc1
-0.26	i	CCCCn1c(N)c(N(CC(C)C)C(=O)COC(=O)Cc2c(C)nc3ccccc3c2C)c(=O)[nH]c1=O
2.22	i	CC(=O)Nc1ccc(Oc2ccccc2)cc1
-0.17	i	O=C(CNS(=O)(=O)c1ccccc1)Nc1ccc(C(F)(F)F)cc1
1.18	i	O=C(CCNC(=O)c1ccccc1Cl)Nc1nnc(C2CC2)s1
-3.84	i	Cn1c(=O)cc(OCC(=O)NCCC2=CCCCC2)c2ccccc21
-2.41	i	COc1ccc(N2CSC3=C(C#N)C(c4cc(OC)ccc4OC)CC(=O)N3C2)c(OC)c1 (stereo not given)
0.36	i	C/C(=N\Nc1ccc([N+](=O)[O-])cc1)c1ccc2c(c1)OCO2
-0.06	i	CCN(CC)CCn1c(=S)[nH]c2cc(C(=O)N3CC=C(c4ccccc4)CC3)ccc2c1=O
0.11	i	CCOc1ccc(C(=O)CN2CCN(S(=O)(=O)c3ccc(F)cc3)CC2)cc1
0.89	i	COc1cc(NC(=O)c2c(OC)cccc2OC)ccc1NC(=O)c1cc2ccccc2o1
-3.2	i	CCOC(=O)c1c(S(=O)(=O)N(C)Cc2ccccc2)c(C)n(C)c1C
-0.36	i	Cc1ccc(C(=O)C2=C(O)C(=O)N(Cc3cccnc3)C2c2ccc(Cl)c(Cl)c2)o1 (stereo not given)
-0.32	i	CC1(C)OC(=O)N(c2ccccc2)C12C=Cc1c(ccc3ccccc13)O2 (stereo not given)
1.07	i	CC(=O)Nc1ccc(S(=O)(=O)NCC(=O)OCC(=O)NC23CC4CC(CC(C4)C2)C3)cc1
-1.33	i	CCOC(=O)N1CCN(CC(=O)c2c(C)[nH]c3ccccc23)CC1
-1.87	i	Cn1c(NCCCN2CCOCC2)nc2c1c(=O)n(Cc1ccc(Cl)c(Cl)c1)c(=O)n2C
-0.45	i	CCC(=O)Nc1nnc(/C=C/c2ccc(OC)cc2)s1
-0.02	i	CCN(C(=O)COC(=O)CSc1ccc(C(N)=O)cc1[N+](=O)[O-])C1CCCCC1
-0.72	i	COc1ccc(C(C#N)(CCC#N)CCC#N)cc1OC
0.01	i	Cc1nc2nc(-c3ccccc3)[nH]n2c(=O)c1C
0.66	i	CCCCOc1cccc(C(=O)Nc2ccc(NC(=O)c3ccco3)cc2)c1
-0.77	i	CC(C)=CCCC(C)CN(C)CCc1ccccn1 (stereo not given)
1.11	i	O=C(NCc1cccs1)c1ccc(CS(=O)Cc2cccc(Cl)c2)o1 (stereo not given)
-0.04	i	Cc1ccc(C(=O)OCC(=O)N2CCc3ccccc32)cc1
1.75	i	Cc1cc(=O)oc2c1c(C)nn2-c1nn[nH]n1
0.42	i	COc1cc(C(=O)OCC(=O)N2CCC(Cc3ccccc3)CC2)cc(OC)c1OC

(more compounds)
Kir21 inh	KCNQ2 block	mol
0.41	i	CC12CN3CC(C)(CN(C1)C3c1ccc3c(c1)OCO3)C2O (stereo not given)
-2.27	i	CN(/N=C\c1ccc(O)c(O)c1)c1nc(-c2ccccc2)cc(-c2ccccc2)n1
-0.91	i	COc1cccc(-c2coc3c(C)c4oc(=O)c(CC(=O)O)c(C)c4cc23)c1
1.16	i	COc1ccc(CCN(C)Cc2c(O)ccc3cc(Br)ccc23)cc1OC
-0.93	i	Cc1ccc(S(=O)(=O)Nc2ccncc2)c(C)c1N(C)S(=O)(=O)c1ccc(Cl)cc1
0.26	i	O=C(NCC1CCCO1)C(c1cccs1)N(Cc1cccs1)C(=O)c1ccc(-c2ccccc2)[nH]1 (stereo not given)
1.3	i	N#Cc1cccc(CN2CCC(=O)N(CCO)CC2)c1
0.01	i	Cc1ccc(N2C(=O)C(c3c(C)[nH]n(-c4ccccc4)c3=O)(C(F)(F)F)C3=C2CC(C)(C)CC3=O)cc1 (stereo not given)
1.45	i	COc1cc(CN2CCCC(N3CCN(c4ccc(F)cc4)CC3)C2)ccc1F (stereo not given)
-3.12	i	CCC1CCCCN1C(=O)CSc1nc2c(c(=O)n1C)SC(C)C2 (stereo not given)
-0.81	i	COc1ccccc1C1(CC(=O)N2CCOCC2)CCOC(C(C)C)C1 (stereo not given)
0.1	i	COc1ccc(/C=C(/C#N)C(=O)Nc2cccc([N+](=O)[O-])c2)cc1C(=O)O
-0.24	i	CCCCN(Cc1cc2ccccc2[nH]c1=O)C(=O)c1ccccn1
-1.16	i	COC(=O)c1ccc(COC(=O)CCC(=O)c2cccs2)cc1
0.52	i	CC1CC(C)(C)NC(=S)N1CC(=O)NCc1ccc(F)cc1 (stereo not given)
0.1	i	COc1ccc(C(=O)C2CCCN(Cc3cnc(N4CCCC4)s3)C2)cc1OC (stereo not given)
-0.61	i	CN(C)S(=O)(=O)c1cccc(NC(=O)CSc2nc3ccccc3[nH]2)c1
0.04	i	CSc1nnc(-c2ccc(C(F)(F)F)cn2)o1
-2.67	i	CN(C)c1ccc(C(C[N+](=O)[O-])c2c(N)n(C)c(=O)n(C)c2=O)c(F)c1C#N (stereo not given)
0.8	i	O=C(c1ccc(Cl)cc1)N1CCN(c2ccnc3cc(Cl)ccc23)CC1
0.03	i	O=C(O)C1=C(OCc2ccc(F)c(F)c2)C(=O)NCC1
0.21	i	CCCCN1C(=O)C(O)(CC(=O)c2ccccc2OC)c2ccccc21 (stereo not given)
0.45	i	CCCN(CCC)C(=O)Nc1cc(Cl)ccc1OC
-0.04	i	Cc1ccccc1Nc1cc(=O)oc2ccccc12
0.51	i	Clc1ccc(CON/C=N/c2ncnc3sccc23)cc1
-0.21	i	O=S(=O)(Nc1nc2ccccc2nc1NCc1ccco1)c1ccc(F)cc1
2.01	i	CCn1cc(C(=O)OCC(=O)NCc2ccccc2Cl)c(=O)c2ccc(C)nc21
-1.78	i	CC1=C(C(=O)Nc2ccccc2F)C(c2ccsc2)C2=C(CC(C)(C)CC2=O)N1 (stereo not given)
-1.44	i	COc1cccc(C(=O)Nc2cccc(-c3nnc(-c4ccco4)o3)c2)c1
1.08	i	COc1ccc(C(=O)N2CCNC(=O)C2CC(=O)Nc2ccc(C)cc2)cc1 (stereo not given)

Next compounds
Kir21 inh	KCNQ2 block	mol
-0.11	i	CS(=O)(=O)N1CCN(c2ccc(C(=O)NC3C4CC5CC(C4)CC3C5)cc2[N+](=O)[O-])CC1 (stereo not given)
-0.49	i	CCOC(=O)c1nc2c(ccc3ccccc32)cc1C
-1.8	i	Cc1cc(C)nc(SCC(=O)NN)n1
0.44	i	O=Cc1ccc(C(=O)OCC(=O)NCCC2=CCCCC2)cc1
0.22	i	CCOC(=O)Cc1nc(-c2ccccc2)n[nH]1
2.01	-5.84*	CC12CCC(=O)N1C(C(=O)NCc1ccccc1Cl)CS2 (stereo not given)
-1.73	i	CCOc1ccc(C2NC(=O)NC(C)=C2C(=O)OC)cc1C (stereo not given)
1.25	i	O=[N+]([O-])c1ccc(NCc2ccccn2)nc1
-1.54	-5.83*	Cc1oc2c(cc(NS(=O)(=O)c3ccc(C(C)C)cc3)c3ccccc32)c1C(=O)O
-0.32	i	COCC(=O)Nc1cc(C)cn(Cc2ccccc2Cl)c1=O
-0.07	i	Cc1ccccc1NC(=O)CCN1C(=O)c2ccccc2C1=O
-1.26	i	COC(=O)C1=CN(c2ccc(Cl)cc2)C=C(C(=O)OC)C1c1ccc([N+](=O)[O-])cc1
0.06	i	Cc1ccc(-c2ccccc2NC(=O)C2C3C=CC(C3)C2C(=O)O)o1 (stereo not given)
0.49	i	O=C(COC(=O)/C=C/c1ccccc1)Nc1cc(C(F)(F)F)ccc1N1CCOCC1
0.25	i	CCOC(=O)C1Cn2c(nc3c(c2=O)C(C)(C)Cc2ccccc2-3)S1 (stereo not given)
-0.66	i	COc1ccc(CNC(=O)CN(Cc2ccc(F)cc2)C(=O)c2csnn2)cc1
0.11	i	Cc1c(N=C2NN=C(c3c[nH]c4ccccc34)CS2)c(=O)n(-c2ccccc2)n1C
0.04	i	CCN(CCCNC(=O)CN(C)S(=O)(=O)c1cccc2nsnc12)c1ccccc1
-0.27	i	O=C1c2ccccc2C(=O)N1CCc1csc(-c2cccc(Cl)c2)n1
-2.03	i	CCOC(=O)c1sc(=S)n(-c2ccccc2)c1C
-0.85	i	c1ccc(-c2c3ccccc3nc3[nH]c4ccccc4c23)cc1
1.11	i	COC(=O)c1c(C(=O)OC)c2cc(C(=O)c3ccccc3)ccn2c1Cl
1.47	i	CCN(CC)c1ccc(NC(=O)Nc2ccc(C(C)=O)cc2)cc1
-1.06	i	COc1ccc(C(C)NC(=O)C23CC4CC(CC(C4)C2)C3)cc1OC (stereo not given)
1.47	i	Cc1cc(F)ccc1NCc1cc2c(cc1[N+](=O)[O-])OCO2
-1.56	i	CC1CCCCC1NC(=O)CSc1nncn1N (stereo not given)
-0.97	i	O=C(NC(=S)Nc1ccccc1Cl)c1ccco1
-0.95	i	CCOc1nc(N2CCOCC2)nc(N2CCOCC2)n1
0.84	i	COc1ccc(C(=O)NC(=S)Nc2ccc(CN3CCOCC3)cc2)cc1
-0.74	i	COc1c(C)cc(C(=O)C2CCCN(C(=O)c3cc(C)nc(C)n3)C2)cc1C (stereo not given)

Entries from the list above that contain a CF3 group (4):
Kir21 inh	KCNQ2 block	mol
-0.17	i	O=C(CNS(=O)(=O)c1ccccc1)Nc1ccc(C(F)(F)F)cc1
0.01	i	Cc1ccc(N2C(=O)C(c3c(C)[nH]n(-c4ccccc4)c3=O)(C(F)(F)F)C3=C2CC(C)(C)CC3=O)cc1 (stereo not given)
0.04	i	CSc1nnc(-c2ccc(C(F)(F)F)cn2)o1
0.49	i	O=C(COC(=O)/C=C/c1ccccc1)Nc1cc(C(F)(F)F)ccc1N1CCOCC1

More entries follow.
Kir21 inh	KCNQ2 block	mol
1.74	i	c1ccc2c(c1)ccc1ncccc12
-3.25	i	CNCc1c(OCc2ccc(F)cc2)ccc2ccccc12
-0.26	i	O=C(CSc1nnnn1-c1cccc2ccccc12)Nc1ccc(C(=O)O)cc1
-0.78	i	COc1cc(C)c(C)cc1S(=O)(=O)N1CCN(Cc2ccc3c(c2)OCO3)CC1
-3.36	i	Cc1ccc(NC(=S)N2CCCN(Cc3ccc(F)cc3)C2)c(C)c1
0.36	i	CCOc1ccc(NC(=S)NC(=O)c2c(Cl)c(C)nn2C)c([N+](=O)[O-])c1
0.1	i	Cc1cc2nc(-c3ccc(SCC(=O)NC(C)C)nc3)[nH]c2cc1C
-3.67	i	O=C(CCS(=O)(=O)Cc1cccc(Cl)c1)NCCc1ccccc1
0.09	i	CCn1ccnc1CNC(=O)c1cc(COc2ccc(F)cc2F)on1
0.61	i	COc1ccc(C(=O)N2N=C(c3ccc(NS(C)(=O)=O)cc3)CC2c2cccs2)cc1 (stereo not given)
-0.45	i	COc1ccc(CC(=O)Nc2ncc([N+](=O)[O-])s2)cc1OC
2.17	i	CC(NC(=S)NC(=O)c1ccccc1Br)c1ccccc1 (stereo not given)
-2.62	i	O=C(O)c1ccc(COc2ccccc2Cl)cc1
-1.82	i	O=C(OCc1ccc(Br)cc1)c1cccc(S(=O)(=O)N2CCCC2)c1
-0.69	i	O=C(Nc1ccccc1N1CCCCC1)c1cnccn1
0.99	i	CCCn1c(SCCc2ccccc2)nc2c1c(=O)[nH]c(=O)n2C
-0.19	i	COc1ccc(C(C)=O)cc1CC(=O)NCCCn1ccnc1
0.34	i	Cc1ccc(OCC(=O)NCCNC(=O)c2ccco2)cc1
0.64	i	CCCCNc1ncnc2c1cnn2-c1ccccc1
1.01	i	CCNC(=S)N1CCc2cc(OC)c(OC)cc2C1COc1ccc(OC)cc1 (stereo not given)
-0.67	i	Cc1c(Cl)cccc1NS(=O)(=O)c1cccc2nsnc12
1.7	i	Cc1ccc(C)c(NC(=O)/C(C#N)=C/c2ccc[nH]2)c1
-0.36	i	Cc1cccc2cc(C(c3nnnn3C(C)(C)C)N(Cc3ccco3)CC3CCCO3)c(=O)[nH]c12 (stereo not given)
-1.13	i	O=C(O)c1ccc2oc(=O)c(S(=O)(=O)c3ccccc3)cc2c1
-0.5	i	Oc1cccc(NC(=S)N=Nc2c(O)[nH]c3ccc(Br)cc23)c1
-0.76	i	CC(C)OCCCn1c(SCC(=O)N2CCCC2=O)nc2ccccc2c1=O
-0.17	i	CC(=O)N(Cc1ccc(Cl)cc1)c1cnccn1
2.2	i	CC[C@@]12C(=O)N(c3ccc(OC)cc3)C(=O)N1[C@H](c1ccc(Cl)cc1)[C@@H]1C(=O)N(C3CCCCC3)C(=O)[C@@H]12
0.21	i	COc1ccc(/C=N/NC(=O)c2ccc(CSc3nc(C)cc(C)n3)cc2)c(OC)c1OC
0.8	i	NS(=O)(=O)c1ccc(NNC(=O)c2ccccc2C(=O)O)cc1
-1	i	Cc1cc(=O)[nH]c(SCC(=O)N2c3ccccc3CC2C)n1 (stereo not given)

Copied from the list.
`CC12CCC(=O)N1C(C(=O)NCc1ccccc1Cl)CS2` (stereo not given) @ KCNQ2 block = -5.84*
`CN(/N=C\c1ccc(O)c(O)c1)c1nc(-c2ccccc2)cc(-c2ccccc2)n1` @ Kir21 inh = -2.27

3 structures from above, arranged by number of heavy atoms, smallest number first:
Kir21 inh	KCNQ2 block	mol
-3.84	i	Cn1c(=O)cc(OCC(=O)NCCC2=CCCCC2)c2ccccc21
0.1	i	COc1ccc(/C=C(/C#N)C(=O)Nc2cccc([N+](=O)[O-])c2)cc1C(=O)O
1.07	i	CC(=O)Nc1ccc(S(=O)(=O)NCC(=O)OCC(=O)NC23CC4CC(CC(C4)C2)C3)cc1
